# Fibroblast inh – blocks proliferation of human lung fibroblasts; LL 47 human lung fibroblast viability, ATP luminescence; stronger effect = lower value; viability, % at 10 µM; 85,000 tested, 1.1% active;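 active = viability at or below 50% in the single dose screen; inactive = viability above 50%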;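 also: compound exposure lasted 72 h before the ATP readout; 100% = median luminescence of untreated cell-only wells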
#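 Assay system: human lung fibroblast line LL 47, low passage. Input: 1,150 fibroblasts seeded per well. Times: overnight cell rest, 72 h compound treatment at 37 °C. Evaluation: % viability of median cell-only signal. Technique: luminescent ATP detection, CellTiter-Glo. Control set: cell-only wells, no compound.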
# sEH inh – soluble epoxide hydrolase (human) inhibition; P34913; recombinant human sEH enzymatic activity assay; inhibition, % at 2 µM; 91,000 tested, 0.34% active; AID 707; in the data active = inhibition above about 80%; also: values of inactives mirror those of a sister screen read the other way; many of its hits are not listed in these tables
# Target sequence (P34913 whole entry, looked up): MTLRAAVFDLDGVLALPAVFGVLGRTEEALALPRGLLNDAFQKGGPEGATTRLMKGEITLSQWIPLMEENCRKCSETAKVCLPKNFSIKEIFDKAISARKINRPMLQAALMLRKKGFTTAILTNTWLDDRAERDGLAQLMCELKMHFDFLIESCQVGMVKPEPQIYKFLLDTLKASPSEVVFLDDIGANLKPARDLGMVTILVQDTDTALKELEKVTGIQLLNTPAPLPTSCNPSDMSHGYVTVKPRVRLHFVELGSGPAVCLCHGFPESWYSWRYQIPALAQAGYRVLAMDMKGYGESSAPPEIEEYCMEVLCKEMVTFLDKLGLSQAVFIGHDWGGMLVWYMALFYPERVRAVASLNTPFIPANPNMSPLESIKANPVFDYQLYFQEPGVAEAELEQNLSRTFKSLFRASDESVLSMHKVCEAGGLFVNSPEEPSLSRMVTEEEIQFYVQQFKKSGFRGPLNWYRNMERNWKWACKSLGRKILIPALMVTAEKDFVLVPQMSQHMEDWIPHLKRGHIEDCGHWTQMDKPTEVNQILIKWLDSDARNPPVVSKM
# PostGolgi ctrl – yeast control strain growth, post-Golgi counter-screen. efflux-deficient yeast background strain, growth absorbance A615, 16 h. inhibition, % at 10 µM. 98,000 tested, 5% active. AID 738; in the data active = inhibition above about 30%
# S1P2 antag – S1P2 (human) receptor antagonism; 97,000 tested, 0.21% active; O95136; AID 736; cell-based S1P2 antagonist assay, inhibition at 5 uM; inhibition, % at 5 µM; in the data active = inhibition above about 45%;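 also: CRE beta-lactamase reporter cells expressing human S1P2 stimulated with S1P; 0% = agonist at EC80 alone and 100% = agonist plus reference antagonist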
# Target sequence (O95136 whole entry, looked up): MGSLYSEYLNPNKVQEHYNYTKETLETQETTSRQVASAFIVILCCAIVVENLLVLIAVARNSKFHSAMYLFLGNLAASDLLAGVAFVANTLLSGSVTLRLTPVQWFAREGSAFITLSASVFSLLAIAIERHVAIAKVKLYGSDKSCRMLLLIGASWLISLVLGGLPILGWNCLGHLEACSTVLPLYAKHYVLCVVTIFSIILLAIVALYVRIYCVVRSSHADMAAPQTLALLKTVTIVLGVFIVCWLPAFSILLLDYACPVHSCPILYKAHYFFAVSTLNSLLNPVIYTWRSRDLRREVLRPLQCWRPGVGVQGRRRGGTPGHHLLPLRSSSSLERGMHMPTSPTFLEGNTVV
# HUVEC inhibit – blocks proliferation of human endothelial cells | HUVEC proliferation, CellTiter-Glo luminescence, 72 h; stronger effect = lower value | viability, % at 10 µM (by protocol) | 86,000 tested, 1.1% active | AID 648;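 active = viability at or below 30%; inactive = viability above 30%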;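 also: 100% = median luminescence of DMSO-only cell control wells on each plate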
# S1P2 agonist – S1P2 (human) receptor agonism; O95136; S1P2-expressing cell line, agonist reporter read-out; activation, % at 4.5 µM; 97,000 tested, 0.46% active; in the data active = activation above about 16%;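 also: 0% = vehicle low control and 100% = maximal reference agonist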
# sEH act – soluble epoxide hydrolase (human) activation | activation, % at 2 µM | P34913 | 91,000 tested, 0.04% active | purified human sEH enzymatic activity, activator screen; in the data active = activation above about 37%; also: values of inactives mirror those of a sister screen read the other way
# PTPN22 act – activators of human LYP (PTPN22) phosphatase. Q9Y2R2. recombinant LYP, DiFMUP fluorescence; 0 = plate median, 100 = signal doubled. activation, % at 2 µM. 96,000 tested, 0.11% active. AID 697;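 active = activation at 2 µM above a set limit, the mean plus 5 SD, cut at about 37% in these data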
# H69AR inhibit – blocks growth of human H69AR lung tumor cells; 85,000 tested, 6% active; H69AR lung tumor viability, ATP luminescence, 72 h; stronger effect = lower value; viability, % at 10 µM; AID 598;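 active = viability at or below 40%; inactive = viability above 40%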;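 also: multidrug resistant small cell line overexpressing MRP-1 efflux transporter; 100% = mean luminescence of untreated control wells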
# The depositor's hits bear a star; . = no result given. Only part of the results is shown. The share of hits here may be higher or lower than overall.
mol	Fibroblast inh	sEH inh	PostGolgi ctrl	S1P2 antag	HUVEC inhibit	S1P2 agonist	sEH act	PTPN22 act	H69AR inhibit
COc1ccc(-n2c(SCC#N)nnc2-c2ccc(NS(=O)(=O)c3ccc(C)cc3)cc2)cc1	93.6	.	9.0	.	91.7	.	.	.	80.0
O=C(CSc1nnnn1C1CCCC1)N1CCN(C(=O)c2ccco2)CC1	97.4	2.3	6.4	-5.9	89.3	-10.9	1.4	-1.9	100.8
Cc1ccc(-c2nnc(N(C)C(=O)c3cccnc3)s2)cc1	99.4	-12.5	6.5	36.5	109.8	-8.5	14.6	-13.4	87.7
O=C(NCc1ccc2c(c1)OCO2)C1CCN(Cc2cnn(-c3ccccc3)c2-n2cccc2)CC1	96.4	84.1*	5.7	-14.8	85.2	-1.5	-84.4	-0.5	56.1
O=C(O)c1cccc(COCC(F)(F)C(F)F)c1	98.3	-2.1	1.4	1.2	105.6	-4.9	4.7	-4.0	93.8
N#CCCn1c(SCC(=O)N2CCN(S(=O)(=O)c3ccccc3)CC2)nc2ccccc21	99.0	11.2	-5.0	4.7	96.8	-4.5	-8.2	-7.4	89.6
Cc1cc2ccccc2n1CCNC(=O)Cc1cccc2ccccc12	90.2	.	5.8	16.7	83.6	-5.1	.	1.4	89.7
COC(=O)c1ccsc1NC(=O)CSc1nnnn1-c1ccccc1SC	96.3	8.5	15.6	-1.2	93.9	-2.8	-5.0	3.6	70.6
CCCCCCC(=O)Nc1nc(C)c(-c2csc(Nc3cc(OC)ccc3OC)n2)s1	.	31.0	5.5	-4.0	.	-6.1	-30.5	-7.7	.
O=C1c2ccccc2S(=O)(=O)N1CC1CC(c2ccccc2)=NO1 (configuration not stated)	94.9	-1.8	8.2	-11.3	93.7	-4.1	3.5	7.2	99.0
COc1ccc2oc(=O)c(C(=O)N3CCN(c4ccccc4)CC3)cc2c1	114.0	-13.2	8.4	19.3	109.5	-1.0	9.9	2.2	96.7
Cc1ccc(NC(=O)CN2C(=O)CSC2=O)cc1	100.8	-4.8	.	-20.0	85.2	-4.2	10.9	-1.4	100.0
CC(C)CCNC(=O)CN(C(=O)Cn1nnc(-c2ccccc2F)n1)c1cccc2c1CCCC2	.	56.0	10.6	15.3	.	-3.9	-55.0	-12.7	.
COC(=O)C1=C(CSc2nncn2C)NC(=O)NC1c1ccc(F)cc1 (configuration not stated)	106.9	-6.4	6.2	-0.6	102.4	-7.4	7.7	50.5*	96.3
COc1ccc(-c2c(C)n([O-])c3c([n+]2=O)CCCC3)c(OC)c1	94.0	-8.3	4.7	-7.3	86.4	-0.6	8.1	5.6	80.9
C=CCn1c(SCC(=O)NCCC2=CCCCC2)nc2ccc(Cl)cc2c1=O	.	25.9	14.8	8.3	.	-7.0	-22.8	0.4	.
CCOc1ccc(C2C(C(=O)OC)=C(C)N=C3SCCC(=O)N32)cc1OCC (configuration not stated)	94.5	.	15.1	-3.5	98.4	3.3	.	2.5	89.5
CCCOC(=O)Nc1ccc(S(=O)(=O)Nn2cnnc2)cc1	.	.	6.5	-13.4	104.8	0.7	.	7.1	62.4
CN(C)c1ccc(NC(=O)N2CCOCC2)cc1	110.0	4.0	.	-5.4	105.7	-9.0	-1.7	-3.2	88.1
Cc1cc(C)c(C(=O)Nc2ccc(S(=O)(=O)Nc3onc(C)c3C)cc2)c(C)c1	104.0	-5.4	2.9	15.0	99.0	-7.1	4.4	-1.8	91.4
Cc1ccccc1Nc1cc(=O)oc2ccccc12	.	15.7	7.2	-7.6	.	-3.2	-14.4	7.2	.
COc1ccc2nc(C)c3c(c2c1)OC(C)C3 (configuration not stated)	101.9	6.2	9.9	17.5	107.5	-2.9	-6.1	-5.2	88.6
Cc1ccc(-c2cc(-c3ccccc3C)[nH]n2)c(O)c1	54.4	-3.5	.	-18.9	59.8	-4.1	6.0	0.3	41.7
CCN1CCN(c2ncc(C(=O)N3CCCc4ccccc43)c3ccccc23)CC1	95.9	.	-5.5	.	94.0	.	.	.	81.6
O=C(NCCN1CCOCC1)c1cc(-c2ccc(Cl)cc2)on1	102.7	.	5.1	2.9	88.7	-13.0	.	1.7	93.9
O=C(NCc1ccccc1Cl)c1cnc2n(c1=O)CCS2	95.1	-4.8	13.8	-22.2	84.2	-4.5	3.9	11.3	86.5
COc1ccc(N2CCN(C(c3cccs3)C(C)NC(=O)c3ccco3)CC2)cc1 (configuration not stated)	96.7	-8.1	.	19.7	103.3	-8.4	7.6	-2.3	79.3
Cn1c(=O)c2c(nc(CN3CCN(C(=O)c4ccco4)CC3)n2Cc2ccccc2F)n(C)c1=O	97.3	-1.1	23.3	-16.9	103.7	-3.3	4.7	0.2	67.7
O=C(C1CCC1)N1CCc2cc(S(=O)(=O)N3CCc4ccccc4C3)ccc21	87.8	3.7	.	6.6	87.7	-10.3	-0.2	4.3	71.3
Cc1ccc(-c2nc3ncccn3c2NC(=O)C2CC2)cc1	97.3	-14.3	6.2	10.9	97.5	-3.1	16.7	7.2	86.7
CCC(C)C(NC(=O)c1ccccc1NC(=O)c1ccco1)C(=O)O (configuration not stated)	.	2.5	-0.6	-13.5	99.3	-3.2	-3.8	-4.4	70.9
CCOc1cc(CNn2cnnc2)ccc1OCC(=O)NC1CCCCC1	93.2	-3.9	7.1	11.3	100.9	-4.6	1.3	-7.5	95.0
O=C(O)c1cc2ccccc2c(=O)s1	99.7	11.0	29.9	10.3	105.7	-6.3	-7.8	6.4	109.3
CCN(CC)CCN1C(=O)C(=O)/C(=C(/O)c2cnn(-c3ccccc3)c2C)C1c1cccnc1 (configuration not stated)	95.0	6.9	-2.8	2.6	92.9	-7.2	-8.6	-1.2	94.7
CCC(C)(C)n1nnnc1CN(Cc1cccs1)Cc1cc2cc(OC)ccc2[nH]c1=O	89.2	.	4.8	.	77.9	.	.	.	53.5
Oc1ccccc1C1=NOC(O)(C(F)F)C1 (configuration not stated)	96.4	7.3	-0.4	-1.4	93.2	-7.0	-7.4	22.8	104.1

# Reformatted: results already given
# Under each structure: Fibroblast inh, sEH inh, PostGolgi ctrl, S1P2 antag, HUVEC inhibit, S1P2 agonist, sEH act, PTPN22 act, H69AR inhibit
CCOc1cc(CNn2cnnc2)ccc1OCC(=O)NC1CCCCC1
    93.2, -3.9, 7.1, 11.3, 100.9, -4.6, 1.3, -7.5, 95.0
O=C(C1CCC1)N1CCc2cc(S(=O)(=O)N3CCc4ccccc4C3)ccc21
    87.8, 3.7, ., 6.6, 87.7, -10.3, -0.2, 4.3, 71.3
COc1ccc(N2CCN(C(c3cccs3)C(C)NC(=O)c3ccco3)CC2)cc1 (configuration not stated)
    96.7, -8.1, ., 19.7, 103.3, -8.4, 7.6, -2.3, 79.3

# (list continues)
mol	Fibroblast inh	sEH inh	PostGolgi ctrl	S1P2 antag	HUVEC inhibit	S1P2 agonist	sEH act	PTPN22 act	H69AR inhibit
O=S(=O)(NCc1ccccc1)c1cnc[nH]1	97.1	-8.2	10.5	12.2	96.9	-4.9	6.2	5.2	94.6
N#Cc1c[nH]n2c(=O)cc(Cc3ccccc3)nc12	102.8	2.6	13.0	-6.6	90.0	1.6	-3.3	27.7	105.2
O=S(=O)(NCC(c1cccnc1)N1CCN(c2ccccc2)CC1)c1cccs1 (configuration not stated)	93.2	-2.6	54.8*	-28.7	94.3	-0.2	4.1	1.1	81.4
Cn1c(=O)[nH]c(=O)c2c1nc1n2CCN1Cc1ccccc1	.	11.5	4.0	2.9	.	-3.5	-10.8	-4.5	.
Cc1[nH]n2c(=O)c3c(nc2c1-c1ccc(Cl)cc1)CCC3	72.6	.	1.9	.	45.2	.	.	.	25.9*
Cc1[nH]n2c(=O)c3c(nc2c1-c1ccccc1)CCCC3	87.1	-1.7	4.5	14.1	76.8	-6.5	2.9	6.1	.
COc1ccc(-c2nnc(-c3ccc(Br)o3)o2)cc1OC	104.3	4.0	10.6	11.9	114.9	-6.6	-4.7	-6.3	90.1
CCc1ccc(C2(C)SC(NC(C)=O)=NN2C(C)=O)cc1 (configuration not stated)	.	2.8	29.0	0.7	.	-5.3	-2.7	-5.2	.
Clc1ccc(-c2nnc(SCc3nc4ccccc4[nH]3)o2)c(Cl)c1	93.7	7.4	.	-8.8	84.6	-7.9	-4.8	-6.1	83.5
Cc1cc2c3c(c1)C1(C(=O)N3C(C)(C)CC2C)C(C#N)=C(N)OC2=C1C(=O)CC(C)(C)C2 (configuration not stated)	88.3	3.4	.	1.5	75.3	-3.8	-2.0	-0.7	75.4
Cc1ccc(SCCC(=O)NC(C)C)cc1	96.0	-1.2	.	-9.3	103.0	-0.2	3.7	2.3	97.7
CCOC(=O)C1CCN(C=Nc2cc(C)on2)CC1	99.7	-0.3	7.0	20.8	100.1	-11.7	1.1	-10.5	97.1
O=C(CSc1nnc(-c2cccs2)n1-c1ccccc1)Nc1ccccc1	41.5*	.	-4.5	-64.0	79.8	5.8	.	-8.8	63.6
Cc1cccc(OCc2nnc(SCC(=O)N3CCCC3)n2C)c1	96.6	-0.6	8.4	3.7	94.5	-5.4	-0.9	0.8	101.7
Cc1cccc(C(=O)N2CCCN(C(=O)c3cccc(C)c3)CC2)c1	94.1	1.8	0.9	19.6	96.3	-0.3	-1.6	-1.6	94.6
COCCOC(=O)C1=C(C)NC(=O)NC1c1cn(-c2ccccc2)nc1-c1cccs1 (configuration not stated)	91.2	0.6	-6.5	2.2	90.6	-2.2	-1.8	4.2	79.5
Cc1cccc(N2CCN(C(=O)Cn3cccc3)CC2)c1C	91.0	15.7	8.3	0.4	89.7	-2.8	-16.8	2.3	99.4
COc1ccc(C(C)=O)cc1CSCCC#N	106.2	5.6	2.8	0.1	95.9	-2.8	-5.8	7.3	92.7
O=C(CN1C(=O)c2cccc3cccc1c23)Nc1ccc(S(=O)(=O)Nc2nccs2)cc1	99.2	16.2	-4.0	-13.0	95.5	-1.1	-15.4	-6.5	91.8
Cc1ccc(C(=O)Nc2cc(Cl)ccc2N2CCCCC2)s1	92.0	5.8	20.2	-27.0	110.5	-0.2	-7.6	-9.7	83.1
COc1ccc(CCNC2=C(Cl)C(=O)N(CCc3ccccc3)C2=O)cc1OC	94.7	5.8	4.5	-16.6	66.2	-4.8	-5.5	1.0	78.2
CCC(C)NC(=O)c1ccccc1NC(=O)c1ccccc1N(C)S(C)(=O)=O (configuration not stated)	102.6	-7.3	.	-10.9	100.0	-3.3	13.0	0.7	108.5
c1ccc(-c2nc(NC3CC3)nc(-n3ccnc3)n2)cc1	80.2	-0.6	9.7	-1.9	93.3	-7.1	2.2	7.2	87.1
CC1Cc2ccccc2N1C(=O)CN1CCC(n2nnc3cc(C(F)(F)F)ccc32)CC1 (configuration not stated)	.	-2.8	14.5	11.7	.	-4.6	3.6	-0.8	.
CC(C)C(NC(=O)CN1C(=O)c2ccccc2S1(=O)=O)C(C)C	95.5	8.7	30.8*	-3.8	100.0	-4.8	-8.1	1.5	96.9
S=C(c1ccc[nH]1)N1CCOCC1	108.5	9.1	.	-6.5	102.2	-1.2	-9.1	-3.3	96.3
CCCCn1c(=NC(=O)c2cccnc2)c(C#N)cc2c(=O)n3cccc(C)c3nc21	102.2	-16.4	5.8	-27.4	94.0	2.3	13.3	16.9	49.4
Cc1csc(NC(=O)CSc2nncn2C)n1	99.2	-9.7	2.7	10.0	98.1	-3.8	7.6	6.5	92.8
Cc1ccc(N(CC(=O)Nc2ccccc2-c2ccccc2)S(=O)(=O)c2ccccc2)cc1	.	-3.2	10.4	10.4	.	-2.8	3.7	-2.3	.
Cc1ccc2c(CN3CCN(CCO)CC3)cc(=O)oc2c1	91.9	1.5	0.0	0.8	89.9	-1.8	-1.3	-3.3	94.9

# Compound activity from PubChem.
